All columns: NCI-60 one-dose screen, growth in % after 48 h at 10 µM unless noted; 100 = growth as untreated, 0 = no growth, -100 = all killed.
SK-MEL-28: SK-MEL-28 melanoma; actives 4.1% (n = 81,000); AID 1794761
HS 578T: HS 578T breast cancer | actives 4.1% (n = 78,000) | AID 1794788
SK-MEL-2: SK-MEL-2 melanoma. actives 4.7% (n = 77,000). AID 1794763
MDA-MB-435: MDA-MB-435 melanoma | actives 7.8% (n = 82,000)
T-47D: T-47D breast cancer; actives 5% (n = 79,000)
SK-MEL-5: SK-MEL-5 melanoma; actives 6.4% (n = 80,000)
BT-549: BT-549 breast cancer; actives 4.4% (n = 78,000); AID 1794793
LOX IMVI: LOX IMVI melanoma | actives 7.4% (n = 79,000) | AID 1794757
* marks the source's active call; other numbers are inactive results; . = no result given; & = joins results of further samples. Rule for the calls: active = growth percent below 10; inactive = the rest.

Screens by letter – A = SK-MEL-28; B = HS 578T; C = SK-MEL-2; D = MDA-MB-435; E = T-47D; F = SK-MEL-5; G = BT-549; H = LOX IMVI
structure: Cn1cc(/C=C2\SC(=S)N(CCCC(=O)N3CCOCC3)C2=O)c2ccccc21
  A = 101	B = 91	C = 103	D = 102	E = 92	F = 90	G = 103	H = 96
structure: CCOC(=O)c1cc2c(n1Cc1ccccc1)-c1oncc1CC2
  A = 90	B = 77	C = 86	D = -27*	E = 94	F = 73	G = 93	H = 81
structure: O=P(Cc1ccccc1)(Cc1ccccc1)c1ccccc1
  A = 125&105	B = 109&105	C = 98&97	D = 96&84	E = 94&94	F = 108&100	G = 97&91	H = 84&86
structure: COc1ccc(NC(=O)Cn2c(/C=C/c3cccc(Br)c3)nc3ccccc3c2=O)cc1
  A = 70	B = -0.5*	C = 80	D = 67	E = -17*	F = 79	G = 56	H = 29
structure: CCOC(=O)c1csc(N)n1
  A = 106&99	B = 101&95	C = 103	D = 102&99	E = 98&104	F = 101&108	G = 105&102	H = 99&105
structure: C[C@]1(O)CC(=O)[C@]2(O)C3=C(C=C[C@]2(O)C1)C(=O)c1c(O)cccc1C3=O
  A = -37*	B = 72	C = 90	D = -80*	E = -45*	F = -54*	G = 45	H = -51*
structure: C[C@@H]1CCCCCCCCC[C@H](O)C(=O)C[C@@H](SC[C@@H](O)C(=O)O)C(=O)O1
  A = 107	B = 113	C = 100	D = 103	E = 76	F = 104	G = 92	H = 72
structure: NS(=O)(=O)c1cc(=O)[nH]c(=O)[nH]1
  A = 110	B = 102	C = .	D = 105	E = 113	F = 107	G = 107	H = 93
structure: Cc1ccc(S(=O)(=O)OCCCl)cc1
  A = 109	B = 99	C = 108	D = 98	E = 95	F = 91	G = 99	H = 103
structure: O=C(O)c1ccccc1C(F)(F)F
  A = 121	B = 90	C = 112	D = 107	E = 76	F = 105	G = .	H = 81
structure: COC(=O)[C@@H](CC(C)C)NS(=O)(=O)N(c1cccc(F)c1)C1CCN(Cc2ccc(C(F)(F)F)cc2)CC1
  A = 99	B = 91	C = 82	D = 97	E = 52	F = 66	G = 98	H = 85
structure: CCOc1ccc(/C=N\N=C\c2ccc(OCC)cc2)cc1
  A = 105	B = 106	C = 39	D = 109	E = 95	F = 88	G = 88	H = 70
structure: COc1cc(C(=O)n2ncnc2N)cc(OC)c1OC
  A = 107	B = 98	C = 108	D = 101	E = 98	F = 104	G = 91	H = 96
structure: CCCCCCCCCCCCN(CCO)C(=O)CCl
  A = 97	B = .	C = 92	D = 91	E = 89	F = 94	G = 106	H = 98
structure: COc1cc(CCn2nnc3c(Nc4ccc(N5CCOCC5)nc4)ncnc32)cc(OC)c1
  A = 106	B = 88	C = 109	D = 84	E = .	F = 97	G = 65	H = 95

Taken from above.
In T-47D, `Cn1cc(/C=C2\SC(=S)N(CCCC(=O)N3CCOCC3)C2=O)c2ccccc21` is entered as 92
In SK-MEL-28, `C[C@]1(O)CC(=O)[C@]2(O)C3=C(C=C[C@]2(O)C1)C(=O)c1c(O)cccc1C3=O` is entered as -37*
In SK-MEL-2, `CCOC(=O)c1cc2c(n1Cc1ccccc1)-c1oncc1CC2` is entered as 86
In MDA-MB-435, `NS(=O)(=O)c1cc(=O)[nH]c(=O)[nH]1` is entered as 105

(further entries)
Screens by letter – A = SK-MEL-28; B = HS 578T; C = SK-MEL-2; D = MDA-MB-435; E = T-47D; F = SK-MEL-5; G = BT-549; H = LOX IMVI
structure: CCN(CC)c1nc2sc3cc(Cl)ccc3n2c(=N)c1C#N
  A = 72	B = 33	C = 66	D = 98	E = 68	F = 72	G = .	H = 75
structure: CCC1CCc2nc3sc(C(=O)Nc4ccccc4F)c(N)c3cc2C1 (centres undefined)
  A = 60	B = 70	C = 52	D = -16*	E = 87	F = 40	G = 76	H = 63
structure: N#Cc1cccc(-c2cc(-c3ccc4c(c3)OCCO4)[nH]n2)c1
  A = 56	B = 40	C = 47	D = -25*	E = 36	F = 12	G = 49	H = 46
structure: COC(c1ccc2ccccc2c1)C(C)C(F)F (centres undefined)
  A = 96	B = 116	C = 98	D = 96	E = 90	F = 112	G = 95	H = 101
structure: CCSc1ccnc(SCC)n1
  A = 109	B = 116	C = 110	D = 109	E = 94	F = 101	G = 110	H = 97
structure: CCCCNS(=O)(=O)c1cccc(C(=O)Nc2ccccc2F)c1
  A = 107	B = 108	C = 116	D = 103	E = 93	F = 100	G = 110	H = 101
structure: Cc1cc(N(CCCNc2ccnc3cc(Cl)ccc23)Cc2ccco2)nc(Cl)n1
  A = 78	B = 75	C = 65	D = 72	E = 22	F = -8.2*	G = 35	H = 42
structure: COc1cc(-c2nc3ccc(C)cc3n2CC(=O)Nc2nc3ccc(OC(F)(F)F)cc3s2)cc(OC)c1OC
  A = 99	B = 86	C = 112	D = 98	E = 79	F = 90	G = 89	H = 89
structure: Clc1ccc(/C=N/N=c2\scc(-c3ccc(Br)cc3)n2/N=C/c2ccc(Cl)cc2)cc1
  A = 100	B = 88	C = 78	D = 105	E = 68	F = 99	G = 90	H = 97
structure: NC(=O)c1cc(Br)cc(C2CCCCC2)c1O
  A = 109	B = 109	C = 99	D = 112	E = 92	F = 106	G = .	H = 95
structure: COc1cc(NC(=O)CN2CCN(c3cc4c(cc3F)c(=O)c(C(=O)O)cn4C3CC3)CC2)cc(OC)c1OC
  A = 103	B = 95	C = 93	D = 105	E = 91	F = 102	G = 93	H = 84
structure: CC(=O)O[C@@H]1C[C@@]2(C)[C@@H](CC[C@]2(O)C(C)=O)[C@@H]2CC[C@@H]3[C@@H](Cl)C(=O)CC[C@]3(C)[C@H]21
  A = 108	B = 96	C = 104	D = 104	E = 105	F = 95	G = 93	H = 94
structure: c1ccc(NP2(Nc3ccccc3)=NP(Nc3ccccc3)(Nc3ccccc3)=NP(Nc3ccccc3)(Nc3ccccc3)=N2)cc1
  A = 77	B = 17	C = 93	D = 75	E = .	F = 81	G = 92	H = 44
structure: CCN1C2CCC1/C(=C\c1ccc(OC)cc1OC)C(=O)/C2=C/c1ccc(OC)cc1OC
  A = 77	B = 83	C = 81	D = 66	E = 49	F = 66	G = 66	H = 46
structure: CCC(c1ccc(Br)cc1)C(C(N)=O)c1ccc(OC)cc1 (centres undefined)
  A = 109	B = 100	C = 107	D = 104	E = 88	F = 86	G = 101	H = 102

Among those listed so far, these have bromine:
Screens by letter – A = SK-MEL-28; B = HS 578T; C = SK-MEL-2; D = MDA-MB-435; E = T-47D; F = SK-MEL-5; G = BT-549; H = LOX IMVI
structure: COc1ccc(NC(=O)Cn2c(/C=C/c3cccc(Br)c3)nc3ccccc3c2=O)cc1
  A = 70	B = -0.5*	C = 80	D = 67	E = -17*	F = 79	G = 56	H = 29
structure: Clc1ccc(/C=N/N=c2\scc(-c3ccc(Br)cc3)n2/N=C/c2ccc(Cl)cc2)cc1
  A = 100	B = 88	C = 78	D = 105	E = 68	F = 99	G = 90	H = 97
structure: NC(=O)c1cc(Br)cc(C2CCCCC2)c1O
  A = 109	B = 109	C = 99	D = 112	E = 92	F = 106	G = .	H = 95
structure: CCC(c1ccc(Br)cc1)C(C(N)=O)c1ccc(OC)cc1 (centres undefined)
  A = 109	B = 100	C = 107	D = 104	E = 88	F = 86	G = 101	H = 102

(continued)
Screens by letter – A = SK-MEL-28; B = HS 578T; C = SK-MEL-2; D = MDA-MB-435; E = T-47D; F = SK-MEL-5; G = BT-549; H = LOX IMVI
structure: COc1cccc2c1-c1ccccc1C2=O
  A = 48	B = 20	C = 34	D = -48*	E = 33	F = 10.0*	G = -0.1*	H = 40
structure: Cc1ccc(Nc2cc(N)ncn2)cc1
  A = 115	B = .	C = 113	D = 100	E = 90	F = 117	G = 102	H = 83
structure: COc1cc(OC)c2c(c1)O[C@@]1(OC)[C@H](c3ccccc3)C[C@H](O)[C@@]21O
  A = 97	B = 118	C = 93	D = 99	E = 97	F = 103	G = 98	H = 104
structure: CN1C(=O)C(C(=O)/C=C/c2ccc(Cl)cc2)C(=O)N(C)C1=O
  A = 103	B = .	C = .	D = 101	E = 91	F = 97	G = 109	H = 90
structure: COc1nc(N)c(NS(=O)(=O)c2ccc(C(C)=O)cc2)c(=O)n1C
  A = 104	B = 93	C = 107	D = 100	E = 112	F = 99	G = 111	H = 96
structure: Cc1nn(-c2ccc(Cl)cc2)c(=O)n1CCn1nnc(-c2ccn(-c3ccc(Cl)cc3)n2)n1
  A = 91	B = 81	C = 67	D = 69	E = 42	F = 46	G = 58	H = 93
structure: Cc1ccc(S(=O)(=O)NC(CC(=O)OCc2ccccc2)C(=O)OCc2ccccc2)cc1 (centres undefined)
  A = 106	B = 101	C = 118	D = 103	E = 101	F = 106	G = 106	H = 100
structure: FC(F)(F)c1ccc2c(c1)N(CCCN1CCN(C3CC3)CC1)c1ccccc1S2
  A = 94	B = 75	C = 90	D = 58	E = 88	F = 81	G = 61	H = 38
structure: Clc1cccc(-c2cnn3cc(-c4ccccc4)cnc23)c1
  A = 89	B = 69	C = 106	D = 70	E = 70	F = 106	G = 96	H = 98
structure: CCCCC(O)(CC(=O)OCC)c1ccccc1 (centres undefined)
  A = 105	B = 108	C = 101	D = 107	E = 100	F = 101	G = 105	H = 97
structure: O=C(CCCCCCCC(=O)N1CCCCCC1)N1CCCCCC1
  A = 104&105	B = 116&109	C = 99&122	D = 101&107	E = 89	F = 105&108	G = 99&94	H = 99&93
structure: O=C(Cn1c2ccccc2c2ccncc21)N/N=C/c1ccncc1
  A = 111	B = 91	C = 100	D = 110	E = 101	F = 103	G = 114	H = 97
structure: COc1ccc(CCN2CCN(c3cccc(Cl)c3)CC2)cc1OC
  A = 115	B = 101	C = 92	D = 89	E = 183	F = 92	G = 106	H = 87
structure: NC(=O)c1ccc2nc3c(n2c1)C(=O)C(=O)c1ccccc1-3
  A = -82*	B = -6.4*	C = -71*	D = -91*	E = -46*	F = -100*	G = -94*	H = -78*
structure: Clc1ccc(Cl)c(Cc2cc(Cl)ccc2Cl)c1
  A = 97	B = .	C = 97	D = 91	E = 65	F = 102	G = 113	H = 58

Following part
Screens by letter – A = SK-MEL-28; B = HS 578T; C = SK-MEL-2; D = MDA-MB-435; E = T-47D; F = SK-MEL-5; G = BT-549; H = LOX IMVI
structure: S=C(NCCc1ccccc1)Nc1ccc(OCc2nc3ccccc3[nH]2)cc1
  A = 110	B = 109	C = 121	D = 105	E = 103	F = 102	G = 109	H = .
structure: Nc1ccc(C2=NN(c3ccccc3)C(c3ccc(Cl)cc3)C2)cc1 (centres undefined)
  A = 105	B = 102	C = .	D = 50	E = 64	F = .	G = 70	H = .
structure: CCCCSc1nc(C(=O)O)cc(=O)[nH]1
  A = 129	B = 109	C = 102	D = 107	E = 123	F = 107	G = 114	H = 101
structure: O=C1C=CC(=O)N1C1CCCCCCCCCCC1
  A = 91	B = 108	C = 84	D = 83	E = 57	F = 93	G = 88	H = .
structure: Cc1c(Cc2ccc(F)cc2)sc2nc(=O)c3cn(C)nc3n12
  A = 119	B = 115	C = 110	D = 102	E = 100	F = 102	G = 88	H = 94
structure: Nc1cc(N)c2nc(-c3ccccc3)c(NCCc3ccc(Cl)c(Cl)c3)nc2c1
  A = -79*	B = -23*	C = -63*	D = -88*	E = -12*	F = -99*	G = -70*	H = -92*
structure: CCCCCCCCc1ccc(CCC(N)(CO)CO)cc1
  A = 93	B = .	C = .	D = -44*	E = 34	F = 91	G = 74	H = -54*
structure: O=C(CSc1nc2ccc([N+](=O)[O-])cc2[nH]1)Nc1cccc(C(F)(F)F)c1
  A = 22	B = 25	C = -5.5*	D = 14	E = 6.1*	F = -1.5*	G = 16	H = 27
structure: COc1ccc(C(=O)/C=C/c2ccc(OCc3cccc(C(F)(F)F)c3)c(OC)c2)cc1OC
  A = 101	B = 98	C = 89	D = 86	E = 54	F = 77	G = 95	H = 51
structure: CN(C)c1ccc(/C=N/NC(N)=S)nc1
  A = 84	B = 93	C = 65	D = 88	E = 57	F = 42	G = 59	H = 26
structure: COc1cc(OC)c2c(=O)c3c([C@H]4c5c(OC)c(O)c6oc7cc(OC)cc(OC)c7c(=O)c6c5[C@@H]5C=C(C)CC(C)(C)[C@H]45)cc(OC)c(O)c3oc2c1
  A = 95	B = 83	C = 78	D = 74	E = 57	F = 78	G = 72	H = 78
structure: CC(=O)OCCCC(CCCOC(C)=O)OC(C)=O
  A = 107	B = 103	C = 107	D = 108	E = 95	F = 106	G = 96	H = 101
structure: O=C(CCCCl)NNc1nccc(Nc2ccc(S(=O)(=O)Nc3ccncc3)cc2)n1
  A = 107	B = 112	C = 93	D = 107	E = 94	F = 105	G = 120	H = 98
structure: O=c1[nH]c(CNc2ccc(F)cc2)nc2sc3c(c12)CCCC3
  A = 98	B = .	C = 126	D = 106	E = 81	F = 101	G = 99	H = 95
structure: COc1ccc(C(=O)Nc2nn(-c3ccccc3)nc2-c2ccccc2)cc1
  A = 105	B = 106	C = 107	D = 101	E = 84	F = 89	G = 104	H = 93

The list continues.
Screens by letter – A = SK-MEL-28; B = HS 578T; C = SK-MEL-2; D = MDA-MB-435; E = T-47D; F = SK-MEL-5; G = BT-549; H = LOX IMVI
structure: N#Cc1nc(-c2ccccc2)oc1N1CCOCC1
  A = 102	B = 99	C = 105	D = 102	E = 85	F = 92	G = 101	H = 97
structure: COc1ccc2oc(=O)cc(-c3sc(N4CCOCC4)nc3-c3ccccc3)c2c1
  A = 102	B = 86	C = 98	D = 69	E = 83	F = 87	G = 78	H = 93
structure: O=C(CNc1nc(-c2cccc([N+](=O)[O-])c2)cs1)Nc1ccc(Cl)cc1
  A = 110	B = 102	C = 109	D = 104	E = 100	F = 109	G = 109	H = 112
structure: Cc1cc2ccccc2oc1=O
  A = 107	B = 97	C = 96	D = 103	E = 99	F = 104	G = 92	H = 100
structure: CCOc1ccc(/C=N/NS(=O)(=O)c2ccc(C)cc2)cc1
  A = 109	B = 116	C = 53	D = 115	E = 84	F = 87	G = 101	H = 83
structure: Cn1c2ccccc2c2nnc(N/N=C/c3cccs3)nc21
  A = 112	B = 103	C = 103	D = 106	E = 96	F = 115	G = 94	H = 98

Screens from PubChem.
